HCV inhibitor – HCV inhibition | 340,000 compounds, 3.4% hits | AID 651820 | Potency, µM (highest dose often 41.8 µM), for the others: top-dose activity change, negative = inhibition, usual class: inhibitors | Huh7.5.1 HCVcc-Cre infection, luciferase reporter, 44 h; also: potency is read from the fitted curve at half-maximal effect
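Cells (1,000/well) were plated 4 h before compound, then infected with HCVcc-Cre virus (~0.5 moi). After 44 h further culture, infection was read as luciferase luminescence following a 15 min substrate incubation at room temperature.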
AmpC detergent – blocks E. coli AmpC beta-lactamase in detergent assay | P00811 | AmpC hydrolysis of nitrocefin, absorbance 480 nm, 0.01% Triton | Potency, µM (titrated, usually from 114 µM), inactives show at the top dose activity change, negative = inhibition, actives largely listed as inhibitors | 370,000 compounds, 0.041% hits;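 also: potency is read from the fitted curve at half-maximal effect; 0% = no-compound wells and -100% = no-enzyme wells; nearly all actives have a fitted effect of over 25% in size; some results filed as inactive show a strong effect at the top dose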
Target sequence (P00811 whole entry, looked up): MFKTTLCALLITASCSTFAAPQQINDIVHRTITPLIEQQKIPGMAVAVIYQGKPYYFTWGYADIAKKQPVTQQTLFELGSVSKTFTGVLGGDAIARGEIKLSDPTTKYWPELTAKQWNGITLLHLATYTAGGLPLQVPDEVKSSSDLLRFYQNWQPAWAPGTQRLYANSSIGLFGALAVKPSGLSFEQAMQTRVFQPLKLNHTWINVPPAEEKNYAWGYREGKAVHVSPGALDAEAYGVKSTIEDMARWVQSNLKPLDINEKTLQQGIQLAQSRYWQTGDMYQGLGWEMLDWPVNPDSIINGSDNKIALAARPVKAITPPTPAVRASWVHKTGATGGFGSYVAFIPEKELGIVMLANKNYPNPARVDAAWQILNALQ
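AmpC (5.3 nM in the dispensed reagent) in 20 mM phosphate pH 7.0 with 0.01% (detergent screen) or 0.0001% Triton X-100 was preincubated with compounds for 15 min at room temperature. Nitrocefin was then added from an 800 uM solution, and hydrolysis was followed at 480 nm.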
Giardia FBPA inh – inhibitors of Giardia lamblia fructose-1,6-bisphosphate aldolase | A8B2U2 | purified Giardia FBPA | Potency, µM (highest dose often 59.6 µM), for the others: top-dose activity, negative = inhibition, most hits filed as inhibitors | 290,000 compounds, 0.71% hits | AID 2451; also: potency is read from the fitted curve at half-maximal effect; nearly all actives have a fitted effect of over 55% in size
Target sequence (A8B2U2 whole entry, looked up): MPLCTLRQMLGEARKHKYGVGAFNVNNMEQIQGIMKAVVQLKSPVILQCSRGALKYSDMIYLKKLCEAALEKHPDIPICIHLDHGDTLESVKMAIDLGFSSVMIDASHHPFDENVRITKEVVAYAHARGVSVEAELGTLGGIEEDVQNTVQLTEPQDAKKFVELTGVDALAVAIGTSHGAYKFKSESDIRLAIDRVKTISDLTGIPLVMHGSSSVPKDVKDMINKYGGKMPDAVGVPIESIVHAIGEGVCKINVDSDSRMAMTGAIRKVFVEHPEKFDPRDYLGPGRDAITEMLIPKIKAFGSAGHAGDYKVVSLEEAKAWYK
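40 nM FBPA preincubated 10 min at RT with compound (up to 57.5 uM final), then substrate plus GAPDH/TPI/NAD/arsenate coupling and diaphorase/resazurin added. Fluorescence read after 20 min at RT, 525/598 nm.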
Sm TGR inh – blocks Schistosoma mansoni thioredoxin glutathione reductase. Q962Y6. purified TGR, DTNB reduction, TNB absorbance 405 nm. Potency, µM (highest dose often 114 µM), for the others: at the highest dose activity change, negative = inhibition, hits mostly inhibitors. 360,000 compounds, 3% hits. AID 485364; also: potency is read from the fitted curve at half-maximal effect; nearly all actives have a fitted effect of over 60% in size
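TGR 20 nM + NADPH 100 uM (dispensed conc.), cpd preinc 15 min RT; start with NADPH (500 uM addition) then DTNB (15 mM addition). Kinetic TNB absorbance, 405 nm filter. Four-parameter Hill fit across titration.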
HCMV inh – human cytomegalovirus inhibition | HFF cells, HCMV-luciferase reporter, 72 h; stronger effect = lower value | activity change, negative = inhibition, % at 57.5 µM | 410,000 compounds, 4.5% hits | AID 1259415; in the data active = activity change below about -60%; inconclusive = no clear call, values can overlap the other calls; inactive = above about -39%
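Inhibition of viral replication was scored as loss of reporter luminescence in HFFs infected with HCMV-luciferase (MOI 1 PFU/cell) for 72 h; compounds tested at 2 doses, normalized to buffer and Salinomycin controls.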
AMA1-RON2 inh – disrupts binding of P. falciparum AMA1 to RON2 | AlphaScreen AMA1-biotinylated RON2 peptide binding | Potency, µM (series often up to 58.2 µM), without a hit: at the top dose activity change, negative = inhibition, actives largely listed as inhibitors | 360,000 compounds, 0.2% hits | AID 720542;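 also: potency is read from the fitted curve at half-maximal effect; 0% = vehicle wells and -100% = peptide control; nearly all actives have a fitted effect of over 45% in size; some results filed as inactive show a strong effect at the top dose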
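AMA1 (3D7) with his tag at 25 nM final met compounds first, then biotinylated RON2 peptide at 25 nM; detection used donor plus acceptor beads, 10 µg/mL apiece, read by AlphaScreen after 30 min at room temperature.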
An asterisk follows results filed as active; & = joins results of further samples; [ ] = dose if it differs, or a comment. Unless noted, calls follow the shape of the dose curve; as a rule, active = well fitted curve in the direction sought with a large enough effect; inconclusive = small, poorly fitted or top-dose-only effect, or another doubt; inactive = no such curve, though single readings can be large; an effect the other way counts as inactive or inconclusive. Unless noted, % is scaled to controls: 0 for no effect and ±100 for the full control effect.

CN(CC(=O)Nc1cccc(F)c1)C(=O)c1ccccc1Cc1ccccc1 was read as HCV inhibitor -10%[8.37 µM], AmpC detergent inconclusive, Sm TGR inh -4%, HCMV inh inconclusive and AMA1-RON2 inh 17%.
Screening Cc1ccc(CNC(=O)c2cn(C3CCCC3)c(=O)c3c2c2ccccc2n3C)o1 returned AmpC detergent 8%, Giardia FBPA inh -7% and Sm TGR inh 8.9µM*.
CCOCCCn1c(=S)[nH]c2cc(C(=O)NCCOC)ccc2c1=O was read as HCV inhibitor inconclusive, AmpC detergent -3%, Giardia FBPA inh -9%, Sm TGR inh 49%[activator], HCMV inh -1 and AMA1-RON2 inh 30%.
For CCC1(CC)NC(=O)N(CC(=O)OC(C)C(=O)Nc2cc([N+](=O)[O-])ccc2OC)C1=O (stereo not given) the results were HCV inhibitor 0%, AmpC detergent inconclusive, Giardia FBPA inh 7%, Sm TGR inh 0%, HCMV inh 38 and AMA1-RON2 inh -6%.
Screening C=CCSCC1Nc2cc(Cl)c(S(N)(=O)=O)cc2S(=O)(=O)N1 (stereo not given) returned HCV inhibitor -5%, AmpC detergent inconclusive, Giardia FBPA inh -7%, Sm TGR inh -13%, HCMV inh inconclusive and AMA1-RON2 inh 0%.
Screening N#Cc1ccc(COC(=O)C2CC(=O)N(CCc3ccccc3)C2)cc1 (stereo not given) returned HCV inhibitor 21%, AmpC detergent inconclusive, Sm TGR inh 6%, HCMV inh -12 and AMA1-RON2 inh -4%.
For COc1ccc(CNC(=O)COC(=O)Cc2ccc(Br)cc2)cc1 the results were HCV inhibitor 12%, HCMV inh -20 and AMA1-RON2 inh 18%.
For CCN(CC)c1ccc(NC(=O)C2=CCN(S(=O)(=O)c3ccc(F)cc3)CC2)c(C)c1 the results were HCV inhibitor inconclusive, AmpC detergent inconclusive, Giardia FBPA inh -8%, Sm TGR inh -14%, HCMV inh inconclusive and AMA1-RON2 inh inconclusive.
For C/C(=N/Nc1ccccc1[N+](=O)[O-])c1ccc([N+](=O)[O-])cc1 the results were HCV inhibitor 17%, AmpC detergent 0%, Giardia FBPA inh 3%, Sm TGR inh 8%, HCMV inh 32 and AMA1-RON2 inh -3%.
COc1cccc(CNC(=O)CSc2n[nH]c(-c3ccccc3Cl)n2)c1OC was read as AmpC detergent 2%, Sm TGR inh 0% and HCMV inh -7.
`O=C(O)CC(Cn1[nH]nnc1=S)c1ccccc1` (stereo not given) gave HCV inhibitor 7%, AmpC detergent -8%, Giardia FBPA inh 16µM*, Sm TGR inh 1%, HCMV inh -15 and AMA1-RON2 inh 20%.
For COc1cccc(N=C2NC(=O)/C(=C/c3cc([N+](=O)[O-])ccc3O)S2)c1 the results were HCV inhibitor 9%, AmpC detergent 0%, Giardia FBPA inh 4%, Sm TGR inh -2%, HCMV inh -35 and AMA1-RON2 inh 0%.
Screening Cc1cnc(CN(C)C(=O)C2CCC(=O)N(CCc3ccccc3)C2)[nH]1 (stereo not given) returned HCV inhibitor 10%, AmpC detergent 3%, Sm TGR inh 2%, HCMV inh -26 and AMA1-RON2 inh 24%.
CCOC(=O)c1cn(CC(=O)Nc2ccc(C(C)C)cc2)nn1 was read as HCV inhibitor 9%, AmpC detergent -14%, Giardia FBPA inh 1%, Sm TGR inh -3%, HCMV inh 19 and AMA1-RON2 inh 5%.
Cc1nnc(-c2cccc(C(F)(F)F)c2)nc1N1CCOCC1 was read as HCV inhibitor -29%, AmpC detergent 3%, Giardia FBPA inh -1%, HCMV inh 14 and AMA1-RON2 inh -7%.
For COC(=O)c1ccc(Oc2ccc3nncn3n2)cc1 the results were HCV inhibitor 12%, AmpC detergent 0%, Giardia FBPA inh 2%, Sm TGR inh 4%, HCMV inh -11 and AMA1-RON2 inh 14%.
For NS(=O)(=O)c1ccc(CCNC(=O)Cn2c(=O)c3cccn3c3cccnc32)cc1 the results were HCV inhibitor -7%, AmpC detergent -8%, Giardia FBPA inh 17%, Sm TGR inh -10%, HCMV inh -15 and AMA1-RON2 inh 6%.
For C/C(=N\O)C(C)(C)Nc1ccc(Cl)cc1 the results were HCV inhibitor -2%, AmpC detergent -3%, Giardia FBPA inh 6%, Sm TGR inh 2%, HCMV inh -18 and AMA1-RON2 inh 7%.
CC(=O)c1ccccc1OC(=O)CCN1C(=O)C2C3C=CC(C4CC34)C2C1=O (stereo not given) was read as HCV inhibitor 9%, AmpC detergent -7%, Giardia FBPA inh 2%, Sm TGR inh 3%, HCMV inh -1 and AMA1-RON2 inh 1%.
Screening COC(=O)c1c(N2C(=O)Nc3ccccc3N2O)sc2c1CCCC2 returned HCV inhibitor 19%, AmpC detergent -12%, Giardia FBPA inh 26%, Sm TGR inh -14%, HCMV inh 10 and AMA1-RON2 inh -7%.
CCOc1ccc(NC(=O)CSc2nc3ccccc3c(=O)n2CCCC(=O)NCC2CCCO2)cc1 (stereo not given) was read as HCV inhibitor 3%, AmpC detergent -7%, Giardia FBPA inh -8%, Sm TGR inh -12%, HCMV inh -36 and AMA1-RON2 inh 14%.
For CCSc1cc(Cl)nc(N)n1 the results were HCV inhibitor -4%, AmpC detergent -7%, Giardia FBPA inh 5%, Sm TGR inh -1%, HCMV inh -2 and AMA1-RON2 inh 0%.
Screening Cc1ccc(C)n1C(CC(=O)O)c1ccc(C#N)cc1 (stereo not given) returned HCV inhibitor 10%, AmpC detergent 2%, Giardia FBPA inh -2%, Sm TGR inh 40µM*, HCMV inh 21 and AMA1-RON2 inh -4%.
For CNC(=O)C1CCCN(c2nnc(C)c3c(C)n(-c4ccccc4)nc23)C1 (stereo not given) the results were AmpC detergent 1%, Sm TGR inh 0% and HCMV inh 8.
Screening O=C(/C=C/c1ccccc1)NC(=S)Nc1ccc2c3c(cccc13)CC2 returned HCV inhibitor 3%, AmpC detergent inconclusive, Giardia FBPA inh -2%, Sm TGR inh -11%, HCMV inh 27 and AMA1-RON2 inh 4%[2.32 µM].
Screening CCN1C(=O)/C(=C/c2ccc(OC)c(OC)c2)N=C1SCC(=O)NCc1ccco1 returned HCV inhibitor 22%, AmpC detergent inconclusive, Giardia FBPA inh -1%, Sm TGR inh -4%, HCMV inh 40 and AMA1-RON2 inh 12%.
CCOc1cc(NC(=S)NCCCN2CCOCC2)c(OCC)cc1NC(=O)C(C)C was read as HCV inhibitor -1%, AmpC detergent -10%, Giardia FBPA inh inconclusive, Sm TGR inh -24%, HCMV inh -26 and AMA1-RON2 inh 2%[11.6 µM].
For CCC(C)[C@H]1COCCS(=O)(=O)N1Cc1ccc(Br)cc1 (stereo not given in full) the results were HCV inhibitor 12%, AmpC detergent inconclusive, Giardia FBPA inh -1%, Sm TGR inh 3%, HCMV inh -32 and AMA1-RON2 inh 9%.
For COc1ccc(-c2nnc(SCC(=O)NCCc3ccc(OC)c(OC)c3)nc2-c2ccc(OC)cc2)cc1 the results were AmpC detergent -4%, Sm TGR inh -4% and HCMV inh 13.
`CCCCC(=O)Nc1cccc2c1C(=O)N(c1ccccc1)C2=O` gave HCV inhibitor 1%, AmpC detergent inconclusive, Giardia FBPA inh 0%, Sm TGR inh -15%, HCMV inh 29 and AMA1-RON2 inh 21%.
`CCn1cc(C(=O)NCCCOC)c(=O)c2cc(S(=O)(=O)N3CCCC3)ccc21` gave HCV inhibitor 8%, AmpC detergent 4%&6%, Sm TGR inh -2%&15%, HCMV inh 0&0 and AMA1-RON2 inh -8%.
`Cc1cc(C)cc(OCCNC(=O)C2CCN(S(=O)(=O)c3ccccc3)CC2)c1` gave AmpC detergent -14%, Giardia FBPA inh 5%, Sm TGR inh 1%, HCMV inh 10 and AMA1-RON2 inh 9%.
Screening CCc1c(C(=O)Nc2cc(C)ccc2OC)[nH]c(C)c1C(C)=O returned HCV inhibitor inconclusive, AmpC detergent -1%, Giardia FBPA inh -7%, Sm TGR inh -12%, HCMV inh -4 and AMA1-RON2 inh 33%.
For CSc1ccc(CNc2ccccn2)cc1 the results were HCV inhibitor -14%, AmpC detergent -1%, Giardia FBPA inh -8%, Sm TGR inh 5%, HCMV inh -21 and AMA1-RON2 inh -5%.
For CCc1ccc(C(=O)N2CCN(c3ccc(NC(=O)c4ccco4)cc3)CC2)cc1 the results were AmpC detergent 0%, Giardia FBPA inh -2%, Sm TGR inh -2%, HCMV inh 13 and AMA1-RON2 inh 6%.
`O=C(COc1cccc2ccccc12)NNC(=O)CSCCO` gave HCV inhibitor 36%[activator], AmpC detergent 1%, Giardia FBPA inh 1%, Sm TGR inh 4%, HCMV inh 24 and AMA1-RON2 inh 56%[activator].
`O=[N+]([O-])c1ccc2[nH]nc(-c3ccccc3)c2c1` gave HCV inhibitor inconclusive, AmpC detergent -6%, Giardia FBPA inh 6%, Sm TGR inh -2%, HCMV inh inconclusive and AMA1-RON2 inh -18%.
Cc1ccc(S(=O)(=O)CCC(O)c2ccc(Cl)cc2)cc1 (stereo not given) was read as HCV inhibitor 10%, AmpC detergent -4%, Giardia FBPA inh -7%, Sm TGR inh 0%, HCMV inh -102* and AMA1-RON2 inh 0%.
For Cc1ccc(Cn2nnc3c(=O)n(CC(=O)NCc4ccc5c(c4)OCO5)cnc32)cc1 the results were HCV inhibitor -2%, AmpC detergent 0%, Giardia FBPA inh 0%, Sm TGR inh -17%, HCMV inh inconclusive and AMA1-RON2 inh 7%.
For CC(C)(C)OC(=O)CNC(=O)c1[nH]cnc1C(=O)N[C@@H](CCCCNC(=O)OC(C)(C)C)C(=O)OC(C)(C)C the results were HCV inhibitor 11%[8.37 µM], AmpC detergent 2%, Giardia FBPA inh -12%, Sm TGR inh -5%, HCMV inh inconclusive and AMA1-RON2 inh 125%[activator].
CCCCc1ccc(NC(=O)Cn2cnc3c2c(=O)n(C)c(=O)n3C)cc1 was read as AmpC detergent 5%, Sm TGR inh -7% and HCMV inh -2.
For CCOC(=O)CSc1nnc(CNc2cccc(Cl)c2)n1-c1ccccc1 the results were HCV inhibitor 13%, AmpC detergent 0%, Giardia FBPA inh 4%, Sm TGR inh 0%, HCMV inh 0 and AMA1-RON2 inh -10%.
CC(C)c1nnc(NC(=O)CCC(=O)NC2CCCCC2)s1 was read as HCV inhibitor 16%, AmpC detergent -9%, Giardia FBPA inh -1%, Sm TGR inh 1% and AMA1-RON2 inh -14%.
CC(C)Cc1nc(N2CCN(C(=O)c3ccco3)CC2)c(C#N)c2c1CCCC2 was read as HCV inhibitor 10µM*, AmpC detergent -1%, Giardia FBPA inh 1%, Sm TGR inh 4%, HCMV inh 0 and AMA1-RON2 inh -1%.

2 successive entries already listed, quoted:
`O=[N+]([O-])c1ccc2[nH]nc(-c3ccccc3)c2c1` gave HCV inhibitor inconclusive, AmpC detergent -6%, Giardia FBPA inh 6%, Sm TGR inh -2%, HCMV inh inconclusive and AMA1-RON2 inh -18%.
Cc1ccc(S(=O)(=O)CCC(O)c2ccc(Cl)cc2)cc1 (stereo not given) was read as HCV inhibitor 10%, AmpC detergent -4%, Giardia FBPA inh -7%, Sm TGR inh 0%, HCMV inh -102* and AMA1-RON2 inh 0%.

Compound activity: PubChem, National Center for Advancing Translational Sciences (NCATS)
